# Assay outcomes as filed in PubChem BioAssay.
# FEN1 inhibitor: blocks human flap endonuclease 1 | actives 0.35% (n = 390,000) | Recombinant FEN1 flap cleavage, fluorescence, 15 min | P39748 | Potency, µM (top dose mostly 114 µM), without a hit: top-dose activity change, negative = inhibition, usual class: inhibitors; further: nearly all actives have a fitted effect of over 65% in size
# Target sequence (P39748 whole entry, looked up): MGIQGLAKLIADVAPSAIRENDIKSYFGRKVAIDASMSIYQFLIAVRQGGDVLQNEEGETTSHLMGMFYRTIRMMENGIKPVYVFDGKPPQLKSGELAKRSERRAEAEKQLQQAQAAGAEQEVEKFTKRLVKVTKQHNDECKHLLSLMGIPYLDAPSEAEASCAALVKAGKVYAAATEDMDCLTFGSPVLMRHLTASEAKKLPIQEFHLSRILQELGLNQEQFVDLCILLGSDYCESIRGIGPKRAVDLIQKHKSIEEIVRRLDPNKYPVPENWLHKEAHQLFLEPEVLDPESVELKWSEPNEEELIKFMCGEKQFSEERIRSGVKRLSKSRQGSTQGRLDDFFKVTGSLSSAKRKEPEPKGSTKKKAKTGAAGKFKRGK
#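 Quantitative HTS format: each compound was titrated, incubated with 10 nM nuclease for 15 min at room temperature, then challenged with flap substrate at 50 nM final. Signal change over 15 min gave concentration–effect curves.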
# N370S GC: N370S glucocerebrosidase modulation, Gaucher chaperone candidate; actives 0.092% (n = 330,000); N370S GC spleen homogenate, 4MU-glucoside fluorescence; Potency, µM (top dose mostly 59.4 µM), inactives show at the highest dose activity change, negative = inhibition, actives largely listed as inhibitors;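 further: 0% = full enzyme activity and -100% = no enzyme basal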
# DT40 TDP1 CPT: DT40-hTDP1 cell growth loss with CPT. chicken DT40 Tdp1-/-;hTDP1 cells + 20 nM CPT, ATP luminescence, 48 h. Potency, µM (series often up to 46.2 µM), without a hit: at the highest dose activity change, negative = growth inhibition, usual class: inhibitors. actives 12% (n = 420,000); further: nearly all actives have a fitted effect of over 55% in size
#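 Cell growth measured by CellTiter-Glo luminescence after a minimum 48 h, 37 C compound exposure with 20 nM CPT in Tdp1-knockout DT40 cells stably expressing hTDP1, seeded 400/well; qHTS titration format.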
# * hit, by the source's call; ? = inconclusive; / = no result given; & = joins results of further samples; [ ] = dose if it differs, or a comment. The call rests on the fitted dose curve; in most records, active means well fitted curve in the direction sought with a large enough effect; inconclusive means small, poorly fitted or top-dose-only effect, or another doubt; inactive means no such curve, though single readings can be large; an effect the other way counts as inactive or inconclusive. Unless noted, on the % scale 0 is the no-effect control and ±100 the full control effect; potency means the concentration at half of the fitted maximal effect.
# Screens in order: FEN1 inhibitor	N370S GC	DT40 TDP1 CPT
COc1ccc(COC[C@H](C)[C@H](O[Si](C)(C)C)[C@@H](C)[C@H]2OC(=O)[C@H]2C)cc1
→ 3%	-3%	/
Cc1cc2c(cc3c(SCc4ccccc4Cl)nnc(C)n32)o1
→ -20%	/	?
COC(=O)c1ccc(NC(=O)CSc2nc3ccccc3c(=O)[nH]2)cc1
→ 0%	21%	?
NC(=O)C1CCN(C2CC(=O)N(Cc3ccc(N4CCCC4=O)cc3)C2=O)CC1 (stereo unspecified)
→ 1%	0%	26µM*
CCCNC(=O)COC(=O)c1cc(C)nc2ccccc12
→ 17%	-1%	0%
COc1ccc2ccccc2c1/C=N/NC(=O)c1nnn(-c2nonc2N)c1CN(C)C
→ -10%	-3%	-2%
CN(CCN1CCOCC1)C(=O)c1cc(COc2ccc(F)c(F)c2)on1
→ -1%	-5%	-24%
Cc1cccc(NC(=O)C2=C(O)c3ccccc3N(C)S2(=O)=O)c1
→ -9%	-13%	?
CCN1CCN(c2cc(C)nc(-c3ccccc3O)n2)CC1
→ -21%	-4%	-3%
CCOC(=O)C1=C(N)Oc2c(oc(CO)cc2=O)C1c1ccc(F)cc1 (stereo unspecified)
→ 0%	17%	-29%
O=C1CC(c2cccs2)c2ccc3ccccc3c2N1 (stereo unspecified)
→ 10%	?	?
COc1cccc(OC)c1C(=O)NC(=O)Nc1c(C)cccc1C
→ 0%	-17%	1%
O=C(CN1C(=O)/C(=C/c2ccccc2F)SC1=S)NC1C=CS(=O)(=O)C1 (stereo unspecified)
→ ?	-10%	-3%
CN(Cc1ccccc1)C(=O)COC(=O)c1ccc(Br)o1
→ 0%	/	-20%
C[C@H](NC(=O)C1CCN(C(=O)[C@H](Cc2ccccc2)NC(=O)OC(C)(C)C)CC1)C(=O)O
→ 2%	-6%	10%

# Compounds above that contain an aryl thioether with sulfur outside any ring (2):
# Screens in order: FEN1 inhibitor	N370S GC	DT40 TDP1 CPT
Cc1cc2c(cc3c(SCc4ccccc4Cl)nnc(C)n32)o1
→ -20%	/	?
COC(=O)c1ccc(NC(=O)CSc2nc3ccccc3c(=O)[nH]2)cc1
→ 0%	21%	?

# Further results.
# Screens in order: FEN1 inhibitor	N370S GC	DT40 TDP1 CPT
Cc1cc(=O)oc2cc(OC(C)C(=O)NCCCn3ccnc3)ccc12 (stereo unspecified)
→ -10%	0%	17%
Nc1ccc(Oc2ccccc2F)nc1
→ -6%	-2%	9%
Cn1ncc([N+](=O)[O-])c1C(=O)Nc1ccccc1C(=O)O
→ -5%	-3%	-18%
COc1ccc(CN(C)C(=O)c2cc(S(=O)(=O)N3CCOCC3)ccc2N2CCCC2)cc1
→ 3%	3%	?
C=CCc1cccc2cc(C(=O)NNC(=O)c3ccncc3)c(=O)oc12
→ 8%	0%	3%
CCCCCN(C(=O)CCC(=O)OCC(=O)N1CCCCC1)c1c(N)n(CCCC)c(=O)[nH]c1=O
→ -1%	-5%	4%
COc1ccc(NC(=O)c2sc3ncn(CC(=O)N4CCN(c5ccccn5)CC4)c(=O)c3c2C)c(OC)c1
→ -3%	0%	0%
CCCN1C(=O)/C(=C/c2cc(C)n(C)c2C)SC1=Nc1ccc(OCC)cc1
→ -1%	-12%	?
O=C(O)CCCC1(C(=O)O)CCCC1
→ 9%	/	1%
O=[N+]([O-])c1ccccc1S(=O)(=O)N1CCN(C2CCCC2)CC1
→ -1%	-12%	-4%
Cc1ccc(C)c(N2CCN(c3nc4ccccc4c(=O)n3-c3ccccc3)CC2)c1
→ 3%	/	10µM*
COc1cccc(C(C(=O)NC2CCCCC2)N(CC2CCCO2)C(=O)CNC(=O)c2ccco2)c1 (stereo unspecified)
→ 4%	7%	4%
CC(C)Nc1nc(NC(C)C)nc(N(C)N)n1
→ -6%	/	-9%
C=CCn1c(SCC(=O)Nc2ccc3c(c2)CCC3)nnc1-c1cccs1
→ -21%	?	?
Cc1cccc(-n2c(-c3ccco3)n[nH]c2=S)c1
→ -2%	14%	-8%
CC(C)Cc1ccc(C(C)C(=O)Nc2ccc(O)cc2)cc1 (stereo unspecified)
→ 4%	-1%	23µM*
O=C(COC(=O)CCC(=O)c1cccs1)NCc1ccco1
→ ?	-5%	-19%
Cc1cc(C(=O)CCC(=O)Nc2ncccc2O)c(C)s1
→ 7%	-16%	-19%
CCC(C)NC(=O)CSc1nc(-c2ccc(F)cc2)cc(C(F)(F)F)n1 (stereo unspecified)
→ 2%	/	-19%
O=c1[nH]c2ccc(NC(=S)Nc3ccccc3Cl)cc2[nH]1
→ -5%	11%	4%
CCN(CC)c1cc(Oc2ccccc2)ncn1
→ -5%	4%	-22%
CCc1ccccc1NC(=O)CN(C)C(=O)COC(=O)c1c(Cl)cccc1Cl
→ -2%	-14%	-19%
COc1ccc(NC(=O)CSc2nc(C(C)C)nc3c2c(=O)n(C)c(=O)n3C)c(OC)c1
→ 11%	-3%	-16%
Clc1ccccc1CN(Cc1ccccc1)C(c1cccs1)c1nnnn1C1CCCC1 (stereo unspecified)
→ -3%	12%	?
CC(=O)C1=C(O)C(=O)N(c2ccc(O)cc2)C1c1ccccc1Cl (stereo unspecified)
→ -7%	-3%	-2%
Cc1ccc2c(=O)c(CN3CCCCCC3)c(C)[nH]c2c1C
→ -6%	-8%	-16%
Cc1ccc2oc(-c3ccc(C)c(NC(=O)COc4ccc(Cl)cc4C)c3)nc2c1
→ -18%	/	-22%
O=C(NCc1cccs1)C1CCN(S(=O)(=O)c2ccc(Br)s2)CC1
→ -2%	-13%	?
CCOC(=O)c1ccc(OCC2c3cc(OC)c(OC)cc3CCN2C(=O)Cc2ccc(F)cc2)cc1 (stereo unspecified)
→ 0%	/	23µM*
CCOc1ccccc1N(C)C(=O)Cn1ncc2c([nH]c3ccc(C)cc32)c1=O
→ 2%	26%	?
CCC(=O)Nc1ccc(F)c(Cl)c1
→ 0%	14%	-4%
COc1ccc(C(=O)CSc2nnc(-c3ccco3)c(-c3ccco3)n2)cc1
→ ?	-10%	?
Cc1nc2c([nH]1)C1(CCN(Cc3ccccc3)CC1)C(C#N)=C(N)O2
→ -9%	4%	-4%
Cc1cccc(Cn2c(SCc3ccc(C(=O)NCc4cccs4)cc3)nc3cccnc32)c1
→ -11%	/	?
CCOc1ccc(NC(=O)CSc2nc3nc(C)cc(C)n3n2)cc1
→ 17%	3%	?
O=C(NCc1ccco1)c1n[nH]c(=O)c2ccccc12
→ -7%	3%	?
O=C1CC[C@@H]2CC3(C[C@@H]4CCN1[C@H]24)Nc1cc([N+](=O)[O-])ccc1NC3=NC1CCCCC1 (stereo partly specified)
→ 2%	/	3%
O=C(NCCc1ccccc1)c1nc2c(nnn2Cc2ccccc2Cl)c(=O)[nH]1
→ -7%	4%	?
Cc1cc(NC(=O)CN2CCN(C)CC2)no1
→ ?	-8%	?
CCCCCC(CC(=O)O)C(=O)O (stereo unspecified)
→ /	-2%	-6%
Cc1ccc(S(=O)(=O)N(C)CC(=O)N2CCN(Cc3ccccc3)CC2)cc1
→ 0%	-19%	-3%
O=C(Nc1ccccc1Cl)N1CCN(C/C=C/c2ccccc2)CC1
→ -7%	-3%	?
COc1ccc(CNC(=O)c2c(C)nc3ccccn23)cc1
→ 0%	4%	-24%
Cc1ccc2c(c1)C1(OCCCO1)C(=O)N2CC(=O)NN
→ 17%	/	8%
CC(C)(Oc1ccc(Cl)cc1)C(=O)O/N=C(\N)c1ccncc1
→ 1%	-4%	?
CN1CCC(=O)N([C@H](CO)Cc2ccccc2)CC1
→ -5%&1%	-5%	-4%&8%
COc1ccc(C)cc1S(=O)(=O)N1CCN(S(=O)(=O)c2cc(C(=O)O)ccc2C)CC1
→ 8%	1%	-1%
Cc1nc2cc(-c3ccccc3)nn2c(C)c1CCC(=O)NCc1ccco1
→ 4%	-2%	-3%
Cc1cc(C(C)(C)C)n2nc(C)c(-c3ccccc3)c2n1
→ 15%	-13%	-12%
C/C=C\C=C/C(=O)Nc1cccc(C2=NOC3(C2)C[C@@H](C(N)=O)N(C(=O)/C=C/C=C\C)C3)c1 (stereo partly specified)
→ 50µM*	10%	?
COC(=O)c1ccccc1NC(=O)C1CCN(C(=O)c2ccc(OC)cc2)CC1
→ -16%	9%	-3%
O=S(=O)(c1ccccc1)N1CCN(c2ncnc3sc(-c4ccccc4)cc23)CC1
→ 2%	4%	21µM*
CC(=O)c1ccc(NC(=O)CN2CCOCC2)cc1
→ 0%	-9%	0%
C[C@@H]1C(c2ccccc2)=NN(c2ccccc2)[C@H]1C(=O)N1CCOC1=O
→ 1%	11%[89.1 µM]	?
Cc1ccc2nc(CNC(=O)C3CCC(=O)N(Cc4ccccc4F)C3)cn2c1 (stereo unspecified)
→ 0%	0%	10%
O=c1c(C(c2ccc(F)cc2)c2c(O)nc3n(c2=O)CCS3)c(O)nc2n1CCS2
→ 0%	-9%	7%
CCOC(=O)c1nn(-c2ccc(C)cc2)c(=O)cc1OCC(=O)Nc1cccc(OC)c1
→ 1%	2%	-22%
CCCCOC(=O)c1ccc(OC(=O)c2sc3ncn(Cc4cccc(F)c4)c(=O)c3c2C)cc1
→ -9%	/	-10%
CCc1nc2nc(C)cc(Nc3ccc(OC)cc3)n2n1
→ -3%	/	?
Cc1ccc2oc(=O)n(CCCOc3ccccc3)c2c1
→ 1%	13%	-17%

# The closing seven records of the section before are carried over, then new ones follow:
# Screens in order: FEN1 inhibitor	N370S GC	DT40 TDP1 CPT
C[C@@H]1C(c2ccccc2)=NN(c2ccccc2)[C@H]1C(=O)N1CCOC1=O
→ 1%	11%[89.1 µM]	?
Cc1ccc2nc(CNC(=O)C3CCC(=O)N(Cc4ccccc4F)C3)cn2c1 (stereo unspecified)
→ 0%	0%	10%
O=c1c(C(c2ccc(F)cc2)c2c(O)nc3n(c2=O)CCS3)c(O)nc2n1CCS2
→ 0%	-9%	7%
CCOC(=O)c1nn(-c2ccc(C)cc2)c(=O)cc1OCC(=O)Nc1cccc(OC)c1
→ 1%	2%	-22%
CCCCOC(=O)c1ccc(OC(=O)c2sc3ncn(Cc4cccc(F)c4)c(=O)c3c2C)cc1
→ -9%	/	-10%
CCc1nc2nc(C)cc(Nc3ccc(OC)cc3)n2n1
→ -3%	/	?
Cc1ccc2oc(=O)n(CCCOc3ccccc3)c2c1
→ 1%	13%	-17%
CC(C)C[C@@H](CN1CCC[C@@H]1CN1C(=O)C(=O)NC[C@@H]1Cc1ccccc1)N1C[C@H](Cc2ccccc2)N(CC2CCCCCC2)C(=O)C1=O
→ -11%	/	?
NC(=O)c1ncn([C@@H]2O[C@H](CNCc3cc(Br)ccc3OCc3ccccc3)[C@@H](O)[C@H]2O)n1
→ -18%	/	-37%
CCOC(=O)Cn1cc(C(=O)OC)c2ccccc21
→ 4%	-3%	?
CC(=O)C1=C(O)C(CSCc2ccccc2)N(C)C1=O (stereo unspecified)
→ -3%	/	-21%
CC(C)c1ccc(/C=C/C(=O)N2CCCCCC2)cc1
→ -4%	10%	-27%
COc1ccc(SCCN2CC[C@@H](C(C)(C)C)CCC2=O)cc1
→ ?	/	?
COC1(OC)C(/C=C/c2ccc(Cl)cc2)C(C#N)(C#N)C1(OC)OC (stereo unspecified)
→ -5%	-1%	8.2µM*
O=C(CN1CCN(C(=O)c2cccs2)CC1)NC1CCCCC1
→ 10%	9%	8%
CN(C)c1ccc(C(=C2c3ccccc3-c3ccccc32)c2ccc(N(C)C)cc2)cc1
→ -5%	/	-8%
O=C(O)c1ccc(NS(=O)(=O)c2ccc3nnn(O)c3c2)cc1
→ -5%	3%	-3%
CC(C(=O)N1CCOCCOCCOCC1)N1C(=O)c2ccccc2C1=O (stereo unspecified)
→ 0%	0%	6%
CCCCC(=O)Nc1cccc2c1C(=O)N(c1ccccc1)C2=O
→ -3%	9%	-5%
O=C(NCC1CCCO1)c1cc([N+](=O)[O-])ccc1Cl (stereo unspecified)
→ 5%	-6%	-15%
CN(CC(=O)NCC1CCCO1)S(=O)(=O)c1cc(Cl)ccc1Cl (stereo unspecified)
→ -5%	4%	-2%
O=C(/C(Br)=C/Nc1cc(Cl)ccc1Cl)C(F)(F)F
→ -4%	-4%	21µM*
CC1CCCCC1NC(=O)C1CCN(S(=O)(=O)c2cccc3nonc23)CC1 (stereo unspecified)
→ 2%	-4%	10%
CCc1cc(C(=O)N2CCCC(CNS(=O)(=O)c3cccs3)C2)n(C)n1 (stereo unspecified)
→ 12%	3%	-14%

# A portion of the library; the hit share may differ from the screen's.
